# Compound activity as filed in PubChem.
# mIDH1 inhibitor: qHTS for Inhibitors of mutant isocitrate dehydrogenase 1 (IDH1): qHTS; IDH1-R132H enzyme, NADPH consumption, diaphorase/resazurin fluorescence; Potency, µM (series often up to 76.6 µM), inactives show at the highest dose activity change, negative = inhibition, most hits filed as inhibitors; Isocitrate dehydrogenase [NADP] cytoplasmic (Homo sapiens), O75874; 390,000 tested, 0.093% active; also: potency is read from the fitted curve at half-maximal effect; % is scaled to controls: 0 for no effect and ±100 for the full control effect; nearly all actives have a fitted effect of over 65% in size
#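 IDH1-R132H (0.5 ug/mL dispensed) in pH 7.5 Tris buffer was preincubated 30 min with compound, then given a substrate mix of 0.016 mM NADPH and 2 mM alpha-KG for 80 min at room temperature; remaining NADPH was read by diaphorase/resazurin fluorescence.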
# D2 antagonist: HTS Assay for Allosteric Antagonists of the Human D2 Dopamine Receptor: Primary Screen for Antagonists. HEK293 TREx D2 cells, calcium flux, dopamine EC80. inhibition, % at 10 µM. 340,000 tested, 2% active; in the data active = inhibition above about 30%; also: 0% is about no effect
#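 Calcium mobilization kinetics were recorded at 1 s intervals in tetracycline-induced HEK293 T-REx D2 cells, first for 180 s after compound addition and then 180 s after EC80 dopamine.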
# USP1 inh: Inhibitors of USP1/UAF1: Primary Screen | Ubiquitin carboxyl-terminal hydrolase 1 (Homo sapiens), O94782 | recombinant USP1/UAF1, Ub-Rhodamine cleavage fluorescence | Potency, µM (titrated, usually from 57.1 µM), for inactives: at the highest dose activity change, negative = inhibition, usual class: inhibitors | 390,000 tested, 0.23% active | AID 743255, 2014; also: potency is read from the fitted curve at half-maximal effect; % is scaled to controls: 0 for no effect and ±100 for the full control effect; nearly all actives have a fitted effect of over 60% in size; inactives centre near -12
#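 USP1/UAF1 complex at 1 nM was preincubated with compound for 15 min at room temperature, then Ub-Rho substrate (150nM final) was added. Fluorescence (480/540 nm) was read kinetically, 6 reads every 60 seconds.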
# TrxR1 inh: qHTS Assay for Inhibitors of Mammalian Selenoprotein Thioredoxin Reductase 1 (TrxR1): qHTS. Thioredoxin reductase 1, cytoplasmic (Rattus norvegicus), O89049. recombinant rTrxR1, NADPH fluorescence consumption, selenite substrate. Potency, µM (doses to about 114 µM), without a hit: at the top dose activity change, negative = inhibition, most hits filed as inhibitors. 390,000 tested, 1% active. AID 588453, 2011; also: potency is read from the fitted curve at half-maximal effect; % is scaled to controls: 0 for no effect and ±100 for the full control effect; nearly all actives have a fitted effect of over 65% in size
#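 Rat TrxR1 (90 nM in the dispensed reagent) was pre-reduced with 400 uM NADPH for 5 min at room temperature, then incubated with compound for 15 min. After 400 uM selenite was added, NADPH fluorescence (Ex 340/Em 450 nm) was followed for 8 min.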
# D2 agonist: HTS Assay for Allosteric Agonists of the Human D2 Dopamine Receptor: Primary Screen for Agonists. D(2) dopamine receptor (Homo sapiens), P14416. HEK293 T-REx D2 cells, calcium flux agonist mode. activation, % at 2 µM. 340,000 tested, 0.53% active. AID 485358, 2010;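 active = activation over 3 SD above normal in the single-dose calcium agonist read, cut at about 30% in these data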; also: 0% is about no effect
#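 Calcium-flux readout, 1 cycle/sec over 180 s following compound pin transfer, in inducible HEK293 Trex D2 cells (force-coupled); dopamine controls included. Positive calcium responses during this window marked compounds as potential agonists.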
# TrxR1 substrate: qHTS Assay for Substrates of Mammalian Selenoprotein Thioredoxin Reductase 1 (TrxR1): qHTS; Thioredoxin reductase 1, cytoplasmic (Rattus norvegicus), O89049; purified TrxR1 substrate turnover, NADPH consumption readout; Potency, µM (doses to about 114 µM), for the others: at the highest dose activity change, negative = substrate turnover; 390,000 tested, 0.01% active; AID 588456, 2011; also: potency is read from the fitted curve at half-maximal effect; % is scaled to controls: 0 for no effect and ±100 for the full control effect; nearly all actives have a fitted effect of over 50% in size
#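 Rat TrxR1, dispensed at 90 nM, was prereduced with 400 uM NADPH (final) for 5 min at ~22 deg C, then incubated with compound 15 min before 400 uM selenite. A first-read NADPH fluorescence drop versus no-compound background flagged substrates.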
# TRHR enhancer: qHTS for Small Molecule Agonists and Allosteric Enhancers of Human TRH Receptor: Primary Screen for Enhancers. Thyrotropin-releasing hormone receptor (Homo sapiens), P34981. TRHR cells, fluo-8 calcium fluorescence, EC20 TRH enhancement. enhancement, % at 2 µM. 360,000 tested, 0.66% active; in the data active = enhancement above about 30%; also: 0% is about no effect
# Target sequence (P34981 whole entry, looked up): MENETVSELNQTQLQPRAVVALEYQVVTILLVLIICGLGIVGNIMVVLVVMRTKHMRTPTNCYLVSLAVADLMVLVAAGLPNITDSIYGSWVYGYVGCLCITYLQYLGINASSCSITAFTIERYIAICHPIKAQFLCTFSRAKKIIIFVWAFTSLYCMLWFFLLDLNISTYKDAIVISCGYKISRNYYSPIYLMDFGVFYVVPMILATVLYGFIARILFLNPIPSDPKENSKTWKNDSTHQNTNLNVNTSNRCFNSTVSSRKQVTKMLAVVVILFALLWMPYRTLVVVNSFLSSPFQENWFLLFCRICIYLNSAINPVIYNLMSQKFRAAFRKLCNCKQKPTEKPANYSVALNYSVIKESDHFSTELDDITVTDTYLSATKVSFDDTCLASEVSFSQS
#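 TRHR-expressing cells loaded with fluo-8 calcium dye were read kinetically (ex 480/em 530) during compound addition, then stimulated with an EC20 of TRH (10 nM final). Enhancement of the Gq-mediated intracellular calcium response was scored.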
# TRHR ag: qHTS for Small Molecule Agonists and Allosteric Enhancers of Human TRH Receptor: Primary Screen for Agonists; TRHR cells, calcium flux fluo-8, FDSS agonist mode; activation, % at 2 µM; 360,000 tested, 0.18% active; in the data active = activation above about 30%; also: 0% is about no effect
#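 TRHR-expressing cells loaded with fluo-8 calcium dye; 23 nL library compound pin-transferred, kinetic FDSS fluorescence (Ex 480/Em 530) recorded about 180 s for agonist-induced calcium release, before a 10 nM TRH EC20 addition for potentiator mode.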
# PI4K2A block: qHTS for small molecular inhibitors of PI4K2A; Phosphatidylinositol 4-kinase type 2-alpha (Homo sapiens), Q9BTU6; purified PI4K2A, ADP-Glo luminescence, 1 h; stronger effect = lower value; activity change, negative = inhibition, % at 76.9 µM; 420,000 tested, 0.13% active; AID 1346378, 2018; in the data active = activity change below about -50%; inconclusive = mostly about -30% to -49%;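 also: -100% = wells without enzyme as full effect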
# Target sequence (Q9BTU6 whole entry, looked up): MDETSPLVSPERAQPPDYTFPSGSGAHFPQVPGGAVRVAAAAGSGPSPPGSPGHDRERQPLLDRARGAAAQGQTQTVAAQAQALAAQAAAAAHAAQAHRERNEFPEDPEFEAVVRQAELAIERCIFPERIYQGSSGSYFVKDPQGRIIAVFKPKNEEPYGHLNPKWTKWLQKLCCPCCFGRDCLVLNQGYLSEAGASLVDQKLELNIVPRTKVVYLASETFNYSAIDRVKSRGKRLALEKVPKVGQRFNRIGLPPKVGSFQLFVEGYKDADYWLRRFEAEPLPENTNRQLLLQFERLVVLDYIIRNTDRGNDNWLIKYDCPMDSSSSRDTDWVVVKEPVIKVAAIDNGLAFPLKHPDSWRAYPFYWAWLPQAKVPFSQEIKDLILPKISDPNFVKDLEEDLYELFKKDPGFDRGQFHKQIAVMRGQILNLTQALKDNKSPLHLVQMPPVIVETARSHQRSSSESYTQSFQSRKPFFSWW
#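 Compounds are screened against recombinant PI4K2A using PI as substrate and ATP, the latter dispensed at 300 microM. Reactions run one hour at ambient temperature before ADP-Glo detection; full inhibition defined by wells lacking enzyme.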
# * hit, by the source's call; ? = inconclusive; nt = no result given; & = joins results of further samples; [ ] = another dose, or the depositor's remark. Unless noted, calls follow the shape of the dose curve; as a rule, active = well fitted inhibition curve with a large enough effect; inconclusive = small, poorly fitted or top-dose-only effect; inactive = no such curve, though single readings can be large or run the other way.
SMILES,mIDH1 inhibitor,D2 antagonist,USP1 inh,TrxR1 inh,D2 agonist,TrxR1 substrate,TRHR enhancer,TRHR ag,PI4K2A block
Clc1ccc(OCc2nnc(SCCN3CCCCC3)n2Cc2ccco2)cc1,4%,-6,-8%,?,0.7,6%,-1,0.4,-3
COc1cc(-c2nc3ccccn3c2/N=C/c2cc(OC)c(OC)c(OC)c2)ccc1O,-10%,nt,-22%,-19%,nt,54%[activator],nt,nt,-3
CC1(C)Cc2c(sc(NC(=O)C(=O)N3CCN(CCO)CC3)c2C(N)=O)CO1,-5%,6,-17%,-4%,0.5,-2%,2,0.7,-3
CCN(CCCNC(=O)CCCN1C(=O)COc2ccc(C)cc21)c1cccc(C)c1,1%,-3,-15%,10%,-0.8,6%,-10,-0.6,0
CCOC(=O)c1sc(=S)n(-c2ccc(F)c(F)c2)c1N,2%,2,-14%,4%,-0.5,0%,0,2.1,2
CCC1Oc2ccc(C)cc2N(CC(=O)NCc2ccccc2OC)C1=O (configuration not stated),4%,nt,-11%,13%,nt,-2%,nt,nt,3
CCC1(C)CN=C(c2ccccc2)NC1 (configuration not stated),1%,nt,?,12%[57.1 µM],nt,-4%[57.1 µM],nt,nt,-3
CCOc1nc(S(=O)(=O)c2ccc(C)cc2)c(Cl)s1,3%,-2,-13%,2%,1.2,8%,0,0.1,-8
Cn1c(=O)c2c(nc(CN3CCOCC3)n2CCN2CCOCC2)n(C)c1=O,-1%,-22,-2%,16%,-0.1,-3%,10,3.0,3
COc1ccc(NC(=S)NC23CN4CN(CN(C4)C2)C3)cc1,6%,-12,-20%,-11%,0.6,-5%,-3,0.6,-2
Cn1c(=O)n(C)c2cc(NS(=O)(=O)c3ccccc3)c(NCc3ccccc3)cc21,14%,nt,-12%,4%[57.1 µM],nt,3%[57.1 µM],30*,-0.1,-3
O=C1CC(c2ccccc2)CN1C(=O)c1ccccc1 (configuration not stated),4%,-6,-19%,6%[57.1 µM],0.5,-5%[57.1 µM],21,-0.9,1
CC(C)(C)c1nc(NC(=O)Nc2ccccc2)sc1Br,4%,11,?,58%[activator],2.8,5%,-2,1.4,1
O=C(NC(NC(=S)Nc1c(Cl)cc(Cl)cc1Cl)C(Cl)(Cl)Cl)OCc1ccccc1 (configuration not stated),4%,-10,-13%,-21%,2.5,-7%,-5,1.6,1
O=c1c2sc3ccccc3c2n(Cc2ccc(F)cc2)c(=O)n1Cc1ccco1,1%,nt,-3%,-9%,-0.2,-3%,27,0.2,-2
CCCCCn1c(CCCNC(=O)c2cccc(C)c2)nc2ccccc21,0%,nt,6%,8%,0.2,2%,8,0.6,0
COc1ccccc1NC(=O)c1ccccc1NS(=O)(=O)c1cccs1,-8%,5,-26%,-12%,0.0,-6%,-5,0.5,-2
O=C(c1ccc(S(=O)(=O)Nc2ccccc2F)cc1)N1CCN(c2ccccc2O)CC1,9%,-13,-16%,-17%,-0.4,-2%,5,0.1,-6
CC1CCC(NC(=O)c2cc(Cl)nc3ccccc23)CC1 (configuration not stated),-1%,-4,-24%,35%[activator],0.4,4%,2,-1.8,1
Cc1ccccc1OCCSc1nc(N(C)C)nc(N(C)C)n1,7%,9,-20%,12%,0.8,0%,-6,0.8,2

# Overlap with the part before: 2 entries, followed by the next part.
SMILES,mIDH1 inhibitor,D2 antagonist,USP1 inh,TrxR1 inh,D2 agonist,TrxR1 substrate,TRHR enhancer,TRHR ag,PI4K2A block
CC1CCC(NC(=O)c2cc(Cl)nc3ccccc23)CC1 (configuration not stated),-1%,-4,-24%,35%[activator],0.4,4%,2,-1.8,1
Cc1ccccc1OCCSc1nc(N(C)C)nc(N(C)C)n1,7%,9,-20%,12%,0.8,0%,-6,0.8,2
O=C(NCCCn1ccnc1)c1ccc(S(=O)(=O)N2CCOCC2)cc1,2%,-27,-33%,16%[57.1 µM],0.6,9%[57.1 µM],3,0.8,3
COc1cc2c(cc1OC)CN(c1ccc([N+](=O)[O-])cc1C#N)CC2,6%,-2,-6%,-18%,0.8,-19%,1,-0.4,3
CC(=O)Nc1ccc(S(=O)(=O)NC2C3(C)CCC(C3)C2(C)C)cc1 (configuration not stated),1%,4,3%,19%,-0.9,-3%,2,0.8,1
Cc1ccc(/C=C/c2onc(C)c2S(=O)(=O)N2CCC(C(=O)Nc3ccc(Br)c(C)c3)CC2)cc1,-2%,nt,-1%,22%[57.1 µM],1.0,2%[57.1 µM],-2,0.7,6
COc1cccc(CNC(=O)c2ccc3nc(N4CCCCC4)sc3c2)c1OC,-21%,nt,?,1%,0.4,-7%,2,0.3,-13
Cn1c(=O)c([N+](=O)[O-])c(N2CCSCC2)c2ccccc21,2%,5,3%,3%[57.1 µM],-1.0,-3%,-7,-1.1,-2
CCN1CCN(c2ccc(N3CCN(S(=O)(=O)c4ccc(C)c([N+](=O)[O-])c4)CC3)nn2)CC1,11%,nt,2%,10%,nt,-4%,1,-0.1,5
Cc1ccccc1-n1nnc2c(=O)oc3ccccc3c21,10%,-9,-1%,-4%,-1.7,1%,5,-1.1,-2
Cc1ccc2cc(CCNC(=O)c3cc4ccccc4o3)c(=O)[nH]c2c1C,4%,-5,-24%,6%,5.3,4%,0,-1.2,0
CCc1ccccc1Nc1nn2c(=O)c3ccc(C(=O)NCCCOC(C)C)cc3nc2s1,-21%,nt,-27%,25%[57.1 µM],-0.1,-1%[57.1 µM],-6,-0.4,4
CCS(=O)(=O)N1CC(=O)N(c2ccc(C)c(C)c2)C(C)(C(=O)NC2CCCCC2)C1 (configuration not stated),-6%,nt,-3%,15%,0.6,-12%,42*,-0.2,-2
COCCN1C(=O)N(c2cccc(C)c2)C(=O)C1CC(=O)Nc1cc(OC)cc(OC)c1 (configuration not stated),1%,-3,-3%,2%,0.3,0%,-7,-0.4,-7
CCOC(=O)C1CCN(C(=O)C2c3ccccc3C(=O)N(C)C2c2ccc(OC)cc2)CC1 (configuration not stated),-10%,-8,-14%,8%,-0.4,1%,1,-0.5,10
O=C(Cn1c(=O)n(Cc2nc(-c3ccccc3)no2)c(=O)c2cc3c(cc21)OCO3)Nc1ccccc1,0%,nt,-5%,36%,1.2,11%,0,0.9,-1
S=C(NCCc1ccccc1)NC1CCCCCC1,-4%,20,3%,-18%[57.1 µM],-0.1,-10%[57.1 µM],-1,-0.3,4
COC(=O)CC#N,12%,9,-9%,11%,0.6,6%,2,-0.8,0
O=c1c(Cc2ccccc2)c(O)nc2n1CCCS2,0%,3,-23%,-3%,-1.1,-11%,2,0.3,0
O=C(Nc1ccc(NC(=O)c2cccs2)c(Cl)c1)c1cccs1,6%,-1,-5%,7%[57.1 µM],0.5,1%[57.1 µM],-5,0.9,-1
Cc1ccccc1C(=O)c1cccn1CC(=O)N1CCCCCC1,7%,-19,-26%,3%,-0.8,1%,4,-0.5,-2
Cc1cccc(NC(=O)C2CCN(S(=O)(=O)c3cccc4cccnc34)CC2)c1,-7%,-2,-8%,9%,0.7,-1%,-4,-1.3,-6
Clc1ccc(C=NC23CN4CN(CN(C4)C2)C3)cc1,4%,3,0%,0%[57.1 µM],-0.4,6%[57.1 µM],9,-0.4,-5
O=C(CSc1nc(O)cc(=O)n1-c1ccccc1)Nc1ccccn1,0%,7,-21%,7%,0.1,-4%,-5,-0.8,-1
Cc1ccc(-c2nn(-c3ccccc3)cc2NC(=O)c2ccccc2)cc1,0%,-3,-6%,19%[57.1 µM],-0.2,7%,4,0.3,2
CC(=O)Nc1cccc(-c2cc(-c3c(Cl)cccc3Cl)no2)c1,0%,3,-17%,31%,0.4,-1%,-8,-0.2,-1
O=C(CCCO)N/N=C/c1cc(Br)ccc1O,7%,22,-12%,-8%,-0.4,0%,-5,-0.1,-5
Cc1ccc(N(CN2C(=O)c3ccccc3C2=O)C(=O)c2ccc([N+](=O)[O-])cc2[N+](=O)[O-])cc1,15%,3,-18%,7%,0.3,1%,3,-0.3,8
COc1ccc(C(=O)C2CCCN(C(=O)/C=C/c3cnc[nH]3)C2)c(C)c1 (configuration not stated),-5%,-20,-10%,4%,1.3,3%,8,-1.1,1
CCOC(=O)C1CCCN(C(=O)c2cc(=O)c3ccccc3o2)C1 (configuration not stated),-6%,3,-21%,2%[57.1 µM],-1.0,4%[57.1 µM],-4,0.3,2
CC(=O)Nc1cccc(NC(C)=O)n1,-4%,3&3,-3%,1%[57.1 µM],0.6&0.5,-2%,-2&15,1.3&-0.5,0
COc1ccc(OC)c(S(=O)(=O)N2CCC3(CC2)OCCN3S(=O)(=O)c2ccccc2)c1,-9%,12,?,8%,0.5,-4%[57.1 µM],6,-0.3,1
S=C(NCc1ccncc1)Nc1ccc(Cl)cc1,-1%,-5,-18%,-12%,-0.3,0%,7,0.1,1
COc1cc2[nH]c(=S)nc(NCCc3ccc(S(N)(=O)=O)cc3)c2cc1OC,2%,1,-27%,?,-2.3,1%,6,0.1,1
